IMPase Li cell – qHTS Assay for Identifying the Cell-Membrane Permeable IMPase Inhibitors: Potentiation with Lithium. CHO-M1 cells, IP1 TR-FRET (IP-One), carbachol + lithium. Potency, µM (series often up to 59.4 µM), without a hit: at the highest dose activity, negative = IMPase inhibition, most hits filed as inhibitors. hit rate 0.35% among 210,000. AID 1457, 2008;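 further: IP1 builds up when IMPase is blocked and the TR-FRET signal falls; plate controls were basal vehicle for no effect and high inhibitor control for full effect; nearly all actives have a fitted effect of over 50% in size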
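Steps: plate 2000 CHO-M1 cells per well and culture 16–30 h; add compound and lithium; incubate 30 min, 37C; add d2-IP1 tracer and Eu cryptate anti-IP1 antibody in lysis buffer; read after 10 min at room temperature.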
SMN2 splice enh – qHTS Assay for Enhancers of SMN2 Splice Variant Expression | HEK293 SMN2-luciferase splicing reporter, luminescence, 30-36 h | Potency, µM (top dose mostly 46.1 µM), inactives show at the highest dose activity change, positive = activation, most hits filed as activators | hit rate 2.8% among 210,000 | AID 1458, 2008; further: % of control where 0% means no effect; nearly all actives have a fitted effect of over 55% in size
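qHTS luciferase splicing reporter: luminescence rises when SMN2 exon 7 is included in transfected HEK293 cells. Compound exposure lasted 30-36 h at 37C, with 4.5 mM final sodium butyrate as control, followed by a ONE-Glo read.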
RGS12 GoLoco inh – qHTS Assay for Inhibitors of RGS12 GoLoco Motif Activity (Red Fluorophore); hit rate 0.44% among 230,000; Potency, µM (series often up to 61.6 µM), for inactives: at the top dose activity, negative = inhibition, actives largely listed as inhibitors; Gai1:RGS12 GoLoco peptide FP, rhodamine, 10 min; Guanine nucleotide-binding protein G(i) subunit alpha-1 (Homo sapiens), P63096; AID 880, 2007; active means well fitted inhibition curve with a large enough effect, not every such curve was filed as active; inactive means no such curve, though single readings can be large or run the other way; further: on the % scale 0 is the no-effect control and ±100 the full control effect; nearly all actives have a fitted effect of over 30% in size; many of its hits are not listed in these tables
RECQ1 inh – qHTS Assay for Inhibitors of RecQ-Like Dna Helicase 1 (RECQ1). RECQ1 DNA unwinding, red fluorescence kinetic read. Potency, µM (series often up to 57.3 µM), inactives show at the highest dose activity, negative = inhibition, actives largely listed as inhibitors. hit rate 0.54% among 240,000. AID 2549, 2010;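 further: plate controls were vehicle for no effect and no enzyme for full effect; nearly all actives have a fitted effect of over 30% in size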
Target sequence (P46063 whole entry, looked up): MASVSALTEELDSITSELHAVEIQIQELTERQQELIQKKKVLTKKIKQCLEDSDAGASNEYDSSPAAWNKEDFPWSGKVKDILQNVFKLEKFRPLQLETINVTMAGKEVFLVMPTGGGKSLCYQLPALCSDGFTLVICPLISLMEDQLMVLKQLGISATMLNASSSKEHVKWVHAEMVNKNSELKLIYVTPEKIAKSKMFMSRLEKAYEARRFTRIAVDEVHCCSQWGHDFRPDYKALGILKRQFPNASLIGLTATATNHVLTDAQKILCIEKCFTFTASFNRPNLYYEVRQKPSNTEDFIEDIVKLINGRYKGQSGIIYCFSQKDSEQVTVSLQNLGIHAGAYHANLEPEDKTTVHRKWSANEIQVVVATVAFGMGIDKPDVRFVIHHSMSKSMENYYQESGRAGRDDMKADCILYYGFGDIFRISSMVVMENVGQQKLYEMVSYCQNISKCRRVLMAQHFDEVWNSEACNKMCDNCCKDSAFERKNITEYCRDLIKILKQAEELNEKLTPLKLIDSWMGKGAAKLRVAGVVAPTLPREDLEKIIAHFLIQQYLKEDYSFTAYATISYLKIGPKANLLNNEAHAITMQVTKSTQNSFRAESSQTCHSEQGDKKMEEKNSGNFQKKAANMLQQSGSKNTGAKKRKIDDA
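50 nM RECQ1T1 preincubated 15 min with compound in Tris pH 8.0 buffer with MgCl2, DTT, Tween-20 and 2.5 ug/ml poly(dI-dC); started with 200 nM TAMRA/BHQ-2 forked duplex and 2 mM ATP. Unwinding read as fluorescence (525/598 nm), two reads 2 h apart.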
Epigenetic reg – Quantitative High-Throughput Screen for Regulators of Epigenetic Control; murine LDR cells, GFP reporter derepression, 30 h; Potency, µM (titrated, usually from 53.9 µM), for the others: at the highest dose GFP activation, most hits filed as activators; hit rate 0.2% among 280,000; AID 1865, 2009; further: % of control where 0% means no effect; nearly all actives have a fitted effect of over 60% in size
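Murine LDR cells carrying a silenced, genomically integrated CMV-driven GFP reporter were exposed to compound for 30 hours at 37 C. After PBS washes, GFP-positive cells (20–120 um objects) were counted by laser-scanning microplate cytometry.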
An asterisk follows results filed as active; u = inconclusive; x = not tested or not shown; [ ] = another dose, or the depositor's remark. Unless noted, the call rests on the fitted dose curve; in most records, active means well fitted curve in the direction sought with a large enough effect; inconclusive means small, poorly fitted or top-dose-only effect, or another doubt; inactive means no such curve, though single readings can be large; an effect the other way counts as inactive or inconclusive. Potency means the concentration at half of the fitted maximal effect. These rows are one share of the data (hit frequency here may not be typical).

Start of the data: the first 16 records (preview)
item	SMILES	IMPase Li cell	SMN2 splice enh	RGS12 GoLoco inh	RECQ1 inh	Epigenetic reg
1	CCN(CC)C(=O)c1ccc(NC(=O)CCn2nc(-c3ccc(Cl)cc3)c3ccccc3c2=O)cc1	x	-25%	x	x	-0.1%
2	CN(C)c1ccc(NC(=O)c2sc3nc4c(cc3c2N)N2CCC4CC2)cc1	x	0%	x	x	6.5%
3	CC(C)c1ccc(NC(=O)CN2C(=O)CN=C(c3ccccc3)c3ccccc32)cc1	x	-8%	x	x	0.2%
4	Cc1ccccc1-c1nc(CS(=O)CC(=O)N2CCN(c3cc(Cl)ccc3C)CC2)c(C)o1 (stereo unspecified)	x	-71%[inhibitor]	x	x	4.2%
5	CCOCCCNC(=O)c1c(NC(=O)c2nc(SC)ncc2Cl)sc2c1CCCC2	x	12%	x	x	u
6	CCOc1ccc(CCNC(=O)c2cc3c(-c4ccc(OC)c(OC)c4)nn(C)c3s2)cc1OCC	x	-49%[inhibitor]	x	x	-0.7%
7	COc1ccc(CN2CCN(C(=O)COc3ccccc3)CC2)c(OC)c1	x	-33%[inhibitor]	x	x	-5.5%
8	COc1ccc(CCNC(=O)c2ccc3c(c2)N=C(C)c2cc(C)ccc2S3)cc1OC	x	-31%[inhibitor]	x	x	0.8%
9	O=c1c2ccccc2nc(/C=C/c2ccccc2F)n1-c1cccc(O)c1	x	-15%	x	x	-1.6%
10	CN(C)S(=O)(=O)c1ccc(C(=O)NCCSc2c(-c3ccccc3)[nH]c3ccccc23)cc1	x	-41%[inhibitor]	x	x	-0.4%
11	CCCC12CN3CC(C)(CN(C1)C3c1c(C)[nH]c(=O)[nH]c1=O)C2=O (stereo unspecified)	x	-3%	x	x	4.0%
12	O=C(Nc1ccc(Br)cc1)c1cccc(S(=O)(=O)N2CCc3ccccc32)c1	x	-63%[inhibitor]	x	x	-1.6%
13	Nc1c(C(=O)Nc2ccc(OC(F)(F)F)cc2)sc2nc3c(cc12)N1CCC3CC1	x	-27%	x	x	0.8%
14	Cc1ccc(NC(=O)Cn2cc(C(=O)c3ccccc3)c3ccccc32)cc1	x	3%	x	x	-0.4%
15	COc1cccc(-n2c(/C=C/c3ccccc3O)nc3ccccc3c2=O)c1	x	16%	x	x	4.8%
16	Cc1oc(-c2ccccc2F)nc1CS(=O)(=O)CC(=O)N1CCN(c2cccc(C(F)(F)F)c2)CC1	x	-44%[inhibitor]	x	x	0.3%

The list itself, from the start:
item	SMILES	IMPase Li cell	SMN2 splice enh	RGS12 GoLoco inh	RECQ1 inh	Epigenetic reg
1	CCN(CC)C(=O)c1ccc(NC(=O)CCn2nc(-c3ccc(Cl)cc3)c3ccccc3c2=O)cc1	x	-25%	x	x	-0.1%
2	CN(C)c1ccc(NC(=O)c2sc3nc4c(cc3c2N)N2CCC4CC2)cc1	x	0%	x	x	6.5%
3	CC(C)c1ccc(NC(=O)CN2C(=O)CN=C(c3ccccc3)c3ccccc32)cc1	x	-8%	x	x	0.2%
4	Cc1ccccc1-c1nc(CS(=O)CC(=O)N2CCN(c3cc(Cl)ccc3C)CC2)c(C)o1 (stereo unspecified)	x	-71%[inhibitor]	x	x	4.2%
5	CCOCCCNC(=O)c1c(NC(=O)c2nc(SC)ncc2Cl)sc2c1CCCC2	x	12%	x	x	u
6	CCOc1ccc(CCNC(=O)c2cc3c(-c4ccc(OC)c(OC)c4)nn(C)c3s2)cc1OCC	x	-49%[inhibitor]	x	x	-0.7%
7	COc1ccc(CN2CCN(C(=O)COc3ccccc3)CC2)c(OC)c1	x	-33%[inhibitor]	x	x	-5.5%
8	COc1ccc(CCNC(=O)c2ccc3c(c2)N=C(C)c2cc(C)ccc2S3)cc1OC	x	-31%[inhibitor]	x	x	0.8%
9	O=c1c2ccccc2nc(/C=C/c2ccccc2F)n1-c1cccc(O)c1	x	-15%	x	x	-1.6%
10	CN(C)S(=O)(=O)c1ccc(C(=O)NCCSc2c(-c3ccccc3)[nH]c3ccccc23)cc1	x	-41%[inhibitor]	x	x	-0.4%
11	CCCC12CN3CC(C)(CN(C1)C3c1c(C)[nH]c(=O)[nH]c1=O)C2=O (stereo unspecified)	x	-3%	x	x	4.0%
12	O=C(Nc1ccc(Br)cc1)c1cccc(S(=O)(=O)N2CCc3ccccc32)c1	x	-63%[inhibitor]	x	x	-1.6%
13	Nc1c(C(=O)Nc2ccc(OC(F)(F)F)cc2)sc2nc3c(cc12)N1CCC3CC1	x	-27%	x	x	0.8%
14	Cc1ccc(NC(=O)Cn2cc(C(=O)c3ccccc3)c3ccccc32)cc1	x	3%	x	x	-0.4%
15	COc1cccc(-n2c(/C=C/c3ccccc3O)nc3ccccc3c2=O)c1	x	16%	x	x	4.8%
16	Cc1oc(-c2ccccc2F)nc1CS(=O)(=O)CC(=O)N1CCN(c2cccc(C(F)(F)F)c2)CC1	x	-44%[inhibitor]	x	x	0.3%
17	Cc1ccc(NC(=O)c2cc(S(=O)(=O)N3CCOCC3)c(Cl)cc2Cl)cc1	x	-46%[inhibitor]	x	x	-1.6%
18	Cc1cccc(-n2c(/C=C/c3ccccc3O)nc3ccccc3c2=O)c1	x	-39%[inhibitor]	x	x	0.8%
19	Cc1ccc(OCC(=O)Nc2ccc(Cl)cc2C(=O)c2ccccc2)c(Br)c1	x	-8%	x	x	-0.8%
20	CC(Oc1ccc(Br)cc1)C(=O)N(Cc1nc(-c2ccccc2)no1)C(C)C (stereo unspecified)	x	-43%[inhibitor]	x	x	-1.9%
21	O=S1(=O)N(Cc2ccccc2Cl)CCCN1Cc1ccccc1Cl	x	-1%	x	x	-2.7%
22	CSc1cccc(NC(=O)C2CCN(C(=O)c3cnn(-c4ccccc4)c3-n3cccc3)CC2)c1	x	-32%[inhibitor]	x	x	-2.2%
23	Cc1ccc(NCc2cccn2-c2nnc(N3CCC(C(=O)NCc4ccc(OC(C)C)cc4)CC3)s2)cc1	x	-63%[inhibitor]	x	x	0.0%
24	Cc1cccc(N2CCN(C(=O)CCCCn3c(=O)[nH]c4ccsc4c3=O)CC2)c1C	x	-31%[inhibitor]	x	x	-1.3%
25	CCCc1cc(N2CCN(c3ccc(OC)cc3)CC2)n2cnnc2n1	x	-73%[inhibitor]	x	x	0.2%
26	Cc1cccc(NC(=O)Cn2cc(C(=O)c3ccccc3)c3ccccc32)c1C	x	-15%	x	x	12%
27	Cc1ccccc1-c1nc(CN2C(=O)CN=C(c3ccccc3)c3ccccc32)c(C)o1	x	-4%	x	x	-2.0%
28	O=C(NCc1ccc(Cl)cc1)C1CCN(C(=O)c2cnn(-c3ccccc3)c2-n2cccc2)CC1	x	-43%[inhibitor]	x	x	-1.2%
29	C[C@@H]1OC=C2[C@@H](O)[C@H]3O[C@H]3C(=O)[C@@]23[C@H]1[C@H]1C2=C([C@@H](O)[C@H]4O[C@@H]4C2=O)[C@@H]3O[C@@H]1C	x	x	x	16%[11.5 µM]	u
30	CN1CCN(c2ncc3ncc(=O)n(C)c3n2)CC1	-13%	x	-3%	-5%	x
